FXIIa inh: blocks human coagulation factor XIIa activity | purified human FXIIa, AMC substrate fluorescence, 2 h | inhibition, % at 10 µM | 33,000 compounds, 0.2% hits | AID 701; in the data active means inhibition above about 30%;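 further: 0% = enzyme with vehicle only and 100% = no enzyme blank; many of its hits are not listed in these tables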
FXIa single inh: inhibitors of human coagulation factor XIa; P03951; purified human FXIa, fluorogenic AMC substrate cleavage; inhibition, % at 10 µM; 33,000 compounds, 0.3% hits; AID 687;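 active means inhibition above 40% in the primary screen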;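 further: 0% = enzyme without compound and 100% = blank wells lacking enzyme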
Target sequence (P03951 19-387 limits assumed): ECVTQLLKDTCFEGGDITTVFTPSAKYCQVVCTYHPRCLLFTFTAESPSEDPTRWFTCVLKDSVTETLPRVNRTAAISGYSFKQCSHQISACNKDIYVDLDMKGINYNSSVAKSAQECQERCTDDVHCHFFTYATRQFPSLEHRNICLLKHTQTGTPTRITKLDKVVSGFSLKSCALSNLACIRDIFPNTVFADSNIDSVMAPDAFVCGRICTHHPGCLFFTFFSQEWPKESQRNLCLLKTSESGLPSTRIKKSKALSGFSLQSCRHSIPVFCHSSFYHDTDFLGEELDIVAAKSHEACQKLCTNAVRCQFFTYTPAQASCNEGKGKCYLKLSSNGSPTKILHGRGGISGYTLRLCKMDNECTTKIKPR
Target sequence (P03951 388-625 limits assumed): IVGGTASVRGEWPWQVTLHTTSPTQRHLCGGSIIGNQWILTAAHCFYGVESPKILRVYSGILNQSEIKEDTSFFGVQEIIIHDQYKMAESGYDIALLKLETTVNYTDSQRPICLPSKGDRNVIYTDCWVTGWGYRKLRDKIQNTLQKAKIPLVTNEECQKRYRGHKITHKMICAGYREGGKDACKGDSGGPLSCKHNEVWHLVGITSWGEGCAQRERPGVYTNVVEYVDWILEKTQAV
* marks the source's active call; other numbers are inactive results.

mol	FXIIa inh	FXIa single inh
Cc1ccc(N2C(=O)c3ccccc3C2Nc2ccccc2)nc1 (stereo unspecified)	2	2
COc1ccccc1-c1c(C)nn2c(N3CCN(Cc4ccccc4)CC3)cc(C)nc12	2	0
CCOC(=O)Nc1sc2c(c1C(=O)OCC)CCC2	4	-8
CC12CCC(c3c(CO)nn(-c4ccccc4)c31)C2(C)C (stereo unspecified)	4	-10
CCOc1cc(C2NC(=O)NC(C)=C2C(C)=O)cc(Cl)c1OCC(=O)O (stereo unspecified)	-1	-5
O=C(c1ccco1)N(Cc1cc2ccccc2[nH]c1=O)CC1CCCO1 (stereo unspecified)	29	10
c1cnc2ccc(C(c3nnnn3C3CCCCC3)N3CCCCC3)cc2c1 (stereo unspecified)	2	10
O=C(NCc1ccco1)C(c1ccccc1)N(Cc1ccccc1)C(=O)Cn1nnc2ccccc21 (stereo unspecified)	3	2
CC1CCN(S(=O)(=O)c2cccc(S(=O)(=O)N3CCOCC3)c2)CC1	-1	-6
O=C(NCc1ccc2c(c1)OCO2)C1COc2ccccc2O1 (stereo unspecified)	3	1
Cc1cc(C)c2[nH]c(=O)c(CN(Cc3ccc4c(c3)OCO4)Cc3nnnn3C3CCCC3)cc2c1	7	0
Cc1cc(NC(=O)CCn2c(=O)sc3ccccc32)no1	0	0
CCOC(=O)c1[nH]c(C)c(/C(O)=C2\C(=O)C(=O)N(CCN(C)C)C2c2ccco2)c1C (stereo unspecified)	11	0
COCCNC(=O)C(c1ccc(F)cc1)N(Cc1ccco1)C(=O)CCC(=O)Nc1nccs1 (stereo unspecified)	3	-1
Cc1nn(-c2nc3ccccc3s2)c(N)c1-c1ccccc1	6	4
COc1cccc(NC(=O)COC(=O)c2c(-c3ccccc3)noc2C)c1	-2	-8
O=C(O)CN1C(=O)Nc2ccc(Br)cc2C1c1ccccc1 (stereo unspecified)	16	-2
O=C(CSc1nc(Nc2ccccc2)nc(N2CCOCC2)n1)Nc1ccc([N+](=O)[O-])cc1	-10	23
Cc1ccc(-n2ncc(C#N)c2/N=C/N2CCOCC2)cc1	9	-1
Cc1cc(C)cc(-n2nnnc2SCC(=O)Nc2cccc(NC(=O)c3ccco3)c2)c1	-7	4
COc1ccccc1C(=O)NC(C)C(c1cccs1)N1CCOCC1 (stereo unspecified)	7	2
O=C(Nc1ccccc1)Nc1cc(Cl)cc(Cl)c1	9	0
CC12CCC(C(=O)N(Cc3ccccc3)Cc3ccccc3)(OC1=O)C2(C)C (stereo unspecified)	5	4
CCCNc1ncccc1C(N)=O	4	-4
COc1ccc(S(=O)(=O)N2CCC(C(=O)NCCC3=CCCCC3)CC2)cc1OC	5	-3
CN(C)c1ccc(CN(C)C2CCCCC2)cc1	6	4
Cc1nc(CSc2ccc(Cl)cc2)cc(NCc2ccccc2)n1	-1	3
COC(=O)CCC(=O)Nc1cccc2ccccc12	9	-9
N#Cc1c(-c2ccc(F)cc2)noc1N	12	-1
CCOc1ccc(NC(=O)N2CCC(NC(=O)C(Cc3ccc(OC)c(OC)c3)NC(C)=O)CC2)cc1 (stereo unspecified)	6	7

Another view of two compounds above:
FXIIa inh	FXIa single inh	molecule
3	1	O=C(NCc1ccc2c(c1)OCO2)C1COc2ccccc2O1 (stereo unspecified)
7	0	Cc1cc(C)c2[nH]c(=O)c(CN(Cc3ccc4c(c3)OCO4)Cc3nnnn3C3CCCC3)cc2c1

Later entries
mol	FXIIa inh	FXIa single inh
CCOC(=O)Cc1cc(=O)n2[nH]c(C)c(C#N)c2n1	-6	-3
CCCCC(=O)Nc1cc(NC(=O)CCCC)cc(C(=O)O)c1	-18	7
CCn1c(SCC(=O)N2CCC(C(N)=O)(N3CCCCC3)CC2)nc2ccccc2c1=O	6	1
CCOc1ccc(N(CC(=O)NCC2CCCO2)S(=O)(=O)c2ccc(Cl)cc2)cc1 (stereo unspecified)	11	0
COc1cccc(C(=O)Nc2ccc3c(c2)C(=O)N(CCC(=O)O)C3=O)c1	15	17
CCc1nc(SCc2cccnc2)[nH]c(=O)c1C	1	0
CCNC(=O)NC(=O)C(C)Sc1nnc(COc2ccccc2Cl)o1 (stereo unspecified)	2	9
Cc1cc(N)n(-c2ncnc3scc(-c4ccc(Cl)cc4)c23)n1	1	-1
CCCn1c(N)[n+](CC(=O)c2ccco2)c2ccccc21	4	21
C=CCn1c(SCC(=O)Nc2sccc2C#N)nc2sc(C)c(C)c2c1=O	2	6
COc1ccc(-c2c(C#N)c(C)nc3c2C(=O)c2ccccc2-3)cc1	5	-4
CCOc1ccccc1NS(=O)(=O)N(C)C	8	1
CCN1C(=O)CC(C(=O)NC)SC1=Nc1cc(Cl)c(O)c(Cl)c1 (stereo unspecified)	-8	0
O=C(CNC(=O)c1ccccc1)OC(C(=O)Nc1cc(C(F)(F)F)ccc1Cl)c1ccccc1 (stereo unspecified)	7	1
CCCOc1ccc(N2C(=O)C3ON(c4ccccc4)C(CCC)C3C2=O)cc1 (stereo unspecified)	4	10
Cc1ccc(Cn2c(-n3nc(C)cc3C)nc3c2c(=O)[nH]c(=O)n3C)cc1	5	-3
Cc1cc2nc(NC3=NCN(CCN4CCOCC4)CN3)nc(C)c2cc1C	5	-1
O=C(c1ccccc1)c1ccc(OCC(O)CN2CCN(S(=O)(=O)N3CCCCC3)CC2)cc1 (stereo unspecified)	2	4
CC1CCCCN1C(=O)CSc1nnc(CSc2ncccn2)n1C (stereo unspecified)	5	-4
CCOC(=O)c1sc2ncn(C(C)C(=O)OC)c(=O)c2c1C (stereo unspecified)	-3	-3
CCN(CC)C(=O)Cn1cnc2c1c(=O)n(C)c(=O)n2C	4	5
Cc1ccccc1NC(=O)c1ccc(-c2ccc(Cl)cc2Cl)o1	9	-2
COc1ccccc1NC(=O)c1cc2ccccc2o1	8	-1
O=C(Nc1sc2c(c1-c1nc3ccccc3[nH]1)CCCC2)C1CC1	-9	-11
CCOC(=O)C1CCN(c2c(NCc3ccc(C(=O)NC4CCCC4)cc3)c(=O)c2=O)CC1	6	6
COc1cccc(N2C(=O)C(O)=C(C(C)=O)C2c2ccc(OC)c(OC)c2)c1 (stereo unspecified)	-6	-8
O=C(O)CSCNC(=O)C12CC3CC(CC(C3)C1)C2	4	-10
CC(=O)N1CCc2cc(Br)cc(S(=O)(=O)N3CCN(c4ccccn4)CC3)c21	6	-1
COc1ccccc1CNC(=O)c1cn(C)c(=O)c2cc(OC)c(OC)cc12	10	2
Nc1nc(SCc2nnc(SCC(=O)O)n2-c2ccccc2)nc2sc3c(c12)CCCC3	8	0

Next structures follow:
mol	FXIIa inh	FXIa single inh
CN1Cc2c(N)cccc2C(c2ccccc2)C1 (stereo unspecified)	2	2
COc1cc(OC)cc(C(=O)Nc2cc(NC(=O)c3ccco3)ccc2OC)c1	4	1
Cc1c(C(=O)N2CCCC2)nnn1-c1nonc1N	1	-1
CCS(=O)(=O)Nc1cccc(-c2nc3cccnc3s2)c1C	-14	-9
CC(=O)c1ccc(S(=O)(=O)N2CCCC2)cc1	7	-7
CCC(C)Cn1c(C(C)O)nc2ccccc21 (stereo unspecified)	0	-6
c1ccc(CSc2nnc([C@@H]3CCCN3)o2)cc1	-3	2
O=C(NCc1ccccc1)c1c[nH]c2cc3c(cc2c1=O)OCCO3	9	4
C=CCOc1ccc(C2c3c(oc4ccccc4c3=O)C(=O)N2CCCN2CCOCC2)cc1 (stereo unspecified)	-1	-3
O=C(c1cc(-c2ccc(Cl)cc2Cl)on1)N1CCN(C(=O)c2ccco2)CC1	6	-10
O=C(O)C1CCN(C(=O)c2ccccc2Cl)CC1	5	-6
Cc1ccc(C(=O)NCc2ccco2)cc1Br	5	8
Cc1cc(C(=O)CSc2nc3ccccc3n2CCC#N)c(C)n1Cc1cccs1	5	-6
CCOc1cc(C(c2c(C)[nH][nH]c2=O)c2c(C)[nH][nH]c2=O)ccc1OC(=O)c1cccc([N+](=O)[O-])c1	11	0
COc1ccc(S(=O)(=O)N(CC(N)=O)C2CCCCC2)cc1Cl	9	0
CCOC(=O)c1ccc(NCc2ccc(N(C)C)cc2)cc1	2	-5
COc1ccc(S(=O)(=O)N(CCc2ccccc2)CC(=O)O)cc1	3	9
CC(N=C(NS(=O)(=O)c1ccc(Cl)cc1)c1ccccc1)C(=O)O (stereo unspecified)	-13	30
Clc1ccc(-n2c(SC/C=C/c3ccccc3)nnc2-c2cccnc2)cc1	5	-6
COc1ccccc1NC(=O)C1CCCN(S(=O)(=O)c2cccc3nsnc23)C1 (stereo unspecified)	3	3
Cc1ccc2nsnc2c1N(S(C)(=O)=O)S(C)(=O)=O	3	0
CCOCCCNC(=O)c1ccc(NC(C)=O)cc1	11	9
C/C(=N\NS(=O)(=O)c1ccc(Cl)c([N+](=O)[O-])c1)c1ccc(C)o1	2	-3
CC1(C)Cc2ccccc2-c2nnc(SCc3ccc(C#N)cc3)n21	-12	-3
Cc1ccc(CN2C(=O)CCC2C(=O)NCc2cccnc2)cc1 (stereo unspecified)	6	2
O=C(Nc1nnc(SCc2ccccc2)s1)c1ccco1	7	0
O=C(N/N=C\c1cccc(Br)c1)c1ccccc1-n1cccc1	6	-6
COc1cccc(OCCSc2nc(N)cc(N)n2)c1	6	-6
O=C(CNS(=O)(=O)c1ccc(Br)s1)N1CCCC1	-19	3
Cc1ccc2c(c1)sc1ncc(NC(=O)c3ccccc3)c(=O)n12	0	-6

Among those listed so far, these contain a cyano group:
mol	FXIIa inh	FXIa single inh
Cc1ccc(-n2ncc(C#N)c2/N=C/N2CCOCC2)cc1	9	-1
N#Cc1c(-c2ccc(F)cc2)noc1N	12	-1
CCOC(=O)Cc1cc(=O)n2[nH]c(C)c(C#N)c2n1	-6	-3
C=CCn1c(SCC(=O)Nc2sccc2C#N)nc2sc(C)c(C)c2c1=O	2	6
COc1ccc(-c2c(C#N)c(C)nc3c2C(=O)c2ccccc2-3)cc1	5	-4
Cc1cc(C(=O)CSc2nc3ccccc3n2CCC#N)c(C)n1Cc1cccs1	5	-6
CC1(C)Cc2ccccc2-c2nnc(SCc3ccc(C#N)cc3)n21	-12	-3

More entries follow.
mol	FXIIa inh	FXIa single inh
O=P(CCN1CCCCC1)(c1ccccc1)c1ccccc1	5	-4
C#CCSc1nnc(-c2ccc(OC)cc2)o1	7	-1
C=CCn1c(SCCC)nc(O)cc1=O	-4	-8
CCCCCCCCS(=O)c1sc2nc(C)cc(C)c2c1N (stereo unspecified)	22	16
CCCSc1nnc(CN2CCOCC2)n1C	6	-3
Cc1ccc2cc(CCNC(=O)c3ccc4c(c3)OCO4)c(=O)[nH]c2c1	7	3
Cc1ccnc(NC(=O)c2ccc(N3C(=O)CCC3=O)cc2)c1	7	9
Cc1cc2n(c(=O)c1C#N)CCCN2c1cccc(Cl)c1	-15	4
O=C(NCc1ccc(F)cc1)c1cnn2ccccc12	1	4
Cc1cc(C)nc(NS(=O)(=O)c2ccc(NC(=O)Cn3c(=O)oc4ccccc43)cc2)n1	6	4
COc1ccc(CNC(=O)CSc2nnnn2-c2ccc(O)cc2)cc1	-12	-1
Cc1ccc(SCC(=O)NCCSC(C)(C)C)cc1	17	5
Cc1ccc(NC(=O)N2CCOCC2)c(C)c1	0	-9
COc1ccc(NC(=O)CC2SC(=NCc3ccccc3OC)NC2=O)cc1 (stereo unspecified)	1	0
Cc1cc(NC(=O)CN2C(=O)NC(Cc3ccccc3)C2=O)no1 (stereo unspecified)	8	3
CC(C)(Oc1ccc(Cl)cc1)C(=O)OCn1nnc2ccccc2c1=O	4	5
CN1CCN(C(=O)CN(Cc2ccc(Cl)cc2)S(C)(=O)=O)CC1	-11	-2
O=C1CN=C(Nc2ccccc2)N1Cc1cccs1	-2	-10
Cc1cc(C)cc(COn2ccnc2)c1	13	1
O=C(NC(Cc1c[nH]c2ccccc12)c1nnc2n1CCCCC2)c1ccccc1 (stereo unspecified)	8	5
CCC1Oc2ccccc2N(Cc2ccccc2C)C1=O (stereo unspecified)	3	10
Cc1ccc(Cn2nnc3c(=O)[nH]c(C4CCN(S(=O)(=O)c5ccc(C)cc5)CC4)nc32)cc1	4	3
CCOC(=O)C1=NN(c2cccc(C)c2)C2(S1)SC(C(C)=O)=C(C)N2c1ccccc1 (stereo unspecified)	6	-8
CC(C)(C)NC(=O)c1ccncc1	10	1
Cc1ccc(/C=N/Nc2nc(Cl)c(Cl)cc2Cl)s1	-10	39
O=C(Nc1nc(-c2ccc(-c3ccccc3)cc2)cs1)C1CCCO1 (stereo unspecified)	-16	19
Cc1ccc(NC(=O)N(Cc2ccc3c(c2)OCO3)Cc2cc3cc4c(cc3[nH]c2=O)OCCO4)cc1	8	-2
O=S(=O)(c1cc(-c2nnc(-c3ccc(Br)cc3)o2)ccc1Br)N1CCCCCC1	6	2
COc1ccc(-c2cc(C(=O)NCCCn3ccnc3)no2)cc1OC	4	-4
CCc1nc2ccccc2c(=O)n1NC(=O)c1c(O)c2cccc3c2n(c1=O)CCC3	10	-1

Additional compounds
mol	FXIIa inh	FXIa single inh
CC(c1nc2ccccc2c(=O)[nH]1)N1CCN(C)CC1 (stereo unspecified)	-9	-15
O=C(O)CCC(=O)Nc1ccc(N2CCCCC2)c(C(=O)O)c1	5	4
CC(C)Cc1nnc(NC(=O)CCC(=O)Nc2ccc(F)cc2)s1	9	-7
COc1ccc(Cl)cc1C(=O)n1nc(C)cc1C	5	12
CN(CCOC(=O)c1ccco1)Cc1ccccc1	-10	11
CCCC(=O)C1=C(O)C(C(=O)OC)C(C)(C)CC1=NC(C)(C)C (stereo unspecified)	13	-2

These rows are one share of the data, so the mix of outcomes need not match the whole.
